ELG1 genotox: inducers of genotoxicity in HEK293T ELG1-luciferase cells; HEK293T ELG1-luciferase reporter, luminescence, 16 h; Potency, µM (series often up to 46 µM), without a hit: at the top dose activity change, positive = activation, most hits filed as activators; 330,000 tested, 1.3% active; AID 504466; note: % of control where 0% means no effect; nearly all actives have a fitted effect of over 60% in size
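Luminescence read-out: rising ELG1-luciferase signal, reflecting elevated ELG1 protein under genetic stress, flags genotoxic compounds. Cells were treated for 16 hr at 37 °C before ONE-Glo detection.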
RORg inh: inhibitors of mouse ROR gamma transcriptional activity | Drosophila S2 Gal4-RORgamma UAS-luciferase reporter, 20 h | AID 2551 | Potency, µM (doses to about 53.6 µM), without a hit: at the highest dose activity change, negative = inhibition, hits mostly inhibitors | P51450 | 310,000 tested, 5.4% active; note: % is set by controls: 0 for no effect and ±100 for the full control effect; nearly all actives have a fitted effect of over 60% in size
Target sequence (P51450 whole entry, looked up, the tested form may be a part): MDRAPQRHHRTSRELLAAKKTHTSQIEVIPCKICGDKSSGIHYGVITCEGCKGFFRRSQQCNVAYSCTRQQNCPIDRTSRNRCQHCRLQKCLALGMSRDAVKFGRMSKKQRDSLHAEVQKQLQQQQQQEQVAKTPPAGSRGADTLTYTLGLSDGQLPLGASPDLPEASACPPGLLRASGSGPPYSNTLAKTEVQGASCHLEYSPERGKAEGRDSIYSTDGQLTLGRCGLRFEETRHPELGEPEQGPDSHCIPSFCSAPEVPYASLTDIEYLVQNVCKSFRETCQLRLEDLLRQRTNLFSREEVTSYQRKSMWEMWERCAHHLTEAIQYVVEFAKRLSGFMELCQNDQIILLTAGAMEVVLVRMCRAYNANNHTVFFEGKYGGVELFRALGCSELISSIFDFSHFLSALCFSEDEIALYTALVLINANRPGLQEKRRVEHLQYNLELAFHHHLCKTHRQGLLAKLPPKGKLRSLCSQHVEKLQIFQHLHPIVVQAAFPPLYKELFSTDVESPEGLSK
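Stable Schneider cell line, Gal4 DNA-binding domain fused to ROR gamma, UAS-luciferase. Cmpd 1 hr RT → CuSO4 700 uM final → 20 hr RT → luciferase reagent 10 min → luminescence.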
NPC1 prom act: activators of NPC1 promoter; Huh7 NPC1 promoter luciferase reporter, 24 h; Potency, µM (doses to about 9.22 µM), for inactives: at the top dose activation, hits mostly activators; 320,000 tested, 2.4% active;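 note: % of control where 0% means no effect; nearly all actives have a fitted effect of over 60% in size; reporter is driven by a mutant NPC1 promoter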
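Quantitative HTS used a cell-based reporter: Huh7 cells stably bearing the NPC1 promoter upstream of luciferase were treated with compounds for 24 h, and promoter activation was read as luminescence.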
Gal4-VP16 FLuc: counter-screen for ROR gamma inhibitors: Gal4-VP16 reporter; 310,000 tested, 3.5% active; AID 2546; Potency, µM (series often up to 53.6 µM), inactives show at the highest dose activity, negative = inhibition, usual class: inhibitors; Drosophila S2 Gal4-VP16 UAS-luciferase, luminescence, 20 h;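 note: Gal4-VP16 expression switched on by copper sulfate through the metallothionein promoter; % is set by controls: 0 for no effect and ±100 for the full control effect; nearly all actives have a fitted effect of over 50% in size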
p53 reactivator: mutant p53 re-activation in reporter cells; 320,000 tested, 0.063% active; AID 504706; Potency, µM (series often up to 92.2 µM), without a hit: at the top dose activity change, positive = activation, hits mostly activators; H1299 p53-A138V BP100-luciferase reporter, luminescence, 24 h; note: % of control where 0% means no effect; nearly all actives have a fitted effect of over 45% in size
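p53-null H1299 cells stably carrying temperature-sensitive p53-A138V and a BP100-luciferase reporter were pinned with compounds (4-point, 1:5 series) and held 24 hrs at 37 deg C. Luminescence was read 10 min after detection reagent.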
uPA surface inh: blocks generation of uPA at the cell surface | 330,000 tested, 0.31% active | cell surface uPA generation assay, qHTS | Potency, µM (doses to about 38.3 µM), for the others: at the top dose activity change, negative = inhibition, hits mostly inhibitors; active = well fitted inhibition curve with a large enough effect; inconclusive = small, poorly fitted or top-dose-only effect; inactive = no such curve, though single readings can be large or run the other way; tested in mouse RAW 264.7 cells; note: % is set by controls: 0 for no effect and ±100 for the full control effect; nearly all actives have a fitted effect of over 55% in size
BRCA1 expr act: activators of BRCA1 expression; MCF7-BRCA1-FFLuc reporter, luminescence, 48 h; response scale: scaled: vehicle 0%, 10 µM genistein 100%; 380,000 tested, 1.1% active; Potency, µM (doses to about 46.1 µM), inactives show at the top dose activation, hits mostly activators; note: nearly all actives have a fitted effect of over 80% in size; some results filed as inactive show a strong effect at the top dose
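Using MCF7 cells harboring a BRCA1 firefly luciferase reporter, plated 2 h before compound pinning, the screen measured luminescence after 48 h incubation. Responses were normalized to DMSO and 10 microM genistein, then fitted for concentration-effect.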
MBNL1 CUG block: MBNL1-poly(CUG) RNA binding inhibition | TR-FRET MBNL1-His/biotin-(CUG)12 binding, 665/545 ratio | 280,000 tested, 0.036% active | Potency, µM (titrated, usually from 57.5 µM), for the others: at the highest dose activity change, negative = inhibition, most hits filed as inhibitors | Q9NR56; active = well fitted inhibition curve with a large enough effect in the signal ratio, with a control signal flat, not every such curve was filed as active; inconclusive = small, poorly fitted or top-dose-only effect, or effect the other way, or a change in a side signal; inactive = no such curve, though single readings can be large or run the other way; the % refers to the signal ratio; note: % is set by controls: 0 for no effect and ±100 for the full control effect
Target sequence (Q9NR56 whole entry, looked up): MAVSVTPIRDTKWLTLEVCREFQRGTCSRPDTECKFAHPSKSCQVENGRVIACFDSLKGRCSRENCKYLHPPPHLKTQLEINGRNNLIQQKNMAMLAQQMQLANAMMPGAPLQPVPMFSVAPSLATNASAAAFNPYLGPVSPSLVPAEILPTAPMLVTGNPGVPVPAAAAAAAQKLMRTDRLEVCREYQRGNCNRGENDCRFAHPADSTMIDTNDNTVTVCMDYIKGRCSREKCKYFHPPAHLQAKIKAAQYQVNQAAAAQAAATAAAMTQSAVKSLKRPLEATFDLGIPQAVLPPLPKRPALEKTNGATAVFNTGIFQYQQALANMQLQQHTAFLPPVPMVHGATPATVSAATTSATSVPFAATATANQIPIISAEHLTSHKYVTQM
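Ratiometric TR-FRET (665 over 545 nm, excitation 340 nm) tracks disruption of MBNL1-His/biotin-(CUG)12 complex after 60 min at room temperature, with compounds at 92 nM to 58 uM final.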
Rab9 promoter act: Rab9 promoter activation. 320,000 tested, 2.8% active. Potency, µM (titrated, usually from 9.22 µM), for the others: top-dose activation, negative = inhibition, actives largely listed as activators. Huh7 Rab9 promoter-luciferase reporter, luminescence, 24 h; note: % of control where 0% means no effect; nearly all actives have a fitted effect of over 60% in size
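Steps: seed 1500 Huh7 Rab9-luc cells per well, rest 2 h at 37 °C; add compound in DMSO; incubate 24 h; add luciferase reagent, 10 min ambient; read luminescence.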
FLuc modulator: inhibits or activates purified firefly luciferase, miR-21 counter-screen; AID 588342; 360,000 tested, 6.9% active; purified FLuc, Km substrates, luminescence inhibition; Potency, µM (top dose mostly 57.5 µM), for inactives: top-dose activity change, negative = inhibition, hits mostly inhibitors;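 note: plate controls were vehicle for no effect and reference inhibitor for full effect; nearly all actives have a fitted effect of over 55% in size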
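Purified P. pyralis luciferase, 10 nM final, with Km-level 10 uM D-luciferin and 10 uM ATP in 50 mM Tris acetate pH 7.5, 10 mM Mg acetate, 0.01% Tween-20, 0.05% BSA; 6-point qHTS titration about 60 µM downward; luminescence read.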
An asterisk follows results filed as active; ? = inconclusive; · = not tested or not shown; [ ] = remark or other dose. Unless noted, calls come from the whole dose curve; as a rule, active = well fitted curve in the direction sought with a large enough effect; inconclusive = small, poorly fitted or top-dose-only effect, or another doubt; inactive = no such curve, though single readings can be large; an effect the other way counts as inactive or inconclusive. Potency is the fitted concentration of half-maximal effect.

compound	Rab9 promoter act	MBNL1 CUG block	ELG1 genotox	Gal4-VP16 FLuc	BRCA1 expr act	NPC1 prom act	RORg inh	uPA surface inh	FLuc modulator	p53 reactivator
CCCC(=O)n1nc(NCc2ccc(OC)cc2)nc1NCc1ccc(OC)cc1	2%	-7%	-1%	1%	-17%	-2%	5%	-2%	5%	4%
COc1cc(C(C)=O)ccc1OCC(O)Cn1nc(C)c(C(C)=O)c1C (stereo not given)	-2%	-5%	0%	-1%	-19%	1%	?	5%	-5%	7%
CCOc1ccccc1Nc1ncnc2ccc(Br)cc12	6%	6%	-6%	-7%	-28%	6%	-8%	0%	-1%	-4%
CCOC(=O)C(C)Sc1nc(-c2ccccc2)nc2ccccc12 (stereo not given)	1%	2%	-10%	-3%	-11%	1%	2%	-2%	-6%	-1%
O=C(COC(=O)Cc1ccccc1[N+](=O)[O-])NCc1ccc(Cl)cc1	1%	-4%	-1%	-12%	-2%	-2%	27%	10%	4%	6%
COc1ccc(C(CNC(=O)c2cccc(S(=O)(=O)Nc3ccccc3Cl)c2)N2CCOCC2)cc1 (stereo not given)	-12%	·	-10%	·	-74%	0%	·	3%	1%	-4%
NNC(=O)c1ccc2ccccc2n1	1%	·	1%	1%	-31%	1%	?	-1%	-5%	0%
O=C(C1=C(O)C(=O)N(Cc2ccco2)C1c1cccs1)c1cccs1 (stereo not given)	-2%	40%[activator]	1%	8%	-23%	-2%	-36%	-5%	0%	-9%
CN(Cc1cccc(F)c1)C(=O)c1ccccc1Sc1ccccc1C#N	0%	-3%	-11%	-1%	-3%	3%	?	-5%	1%	-8%
CC(Cc1cccs1)NC(=O)CCCn1nnnc1CN1CCOCC1 (stereo not given)	7%	-2%	0%	4%	-26%	1%	1%	2%	0%	22%
Cc1nn(CCc2nn[nH]n2)c2nc(-c3ccc(C4CCCCC4)cc3)cc(C(F)(F)F)c12	2%	0%	-12%	2%	-82%	-5%	8%	-20%	?	3%
CC(=O)Nc1ccc(NC(=O)C2CCCN2S(=O)(=O)c2cccc3nsnc23)cc1 (stereo not given)	-1%	?	-9%	-9%	4%	-4%	-16%	3%	-2%	-3%
O=C(Nc1cccc(C(=O)N2CCOCC2)c1)c1ccccc1Cl	-6%	-6%	1%	2%	-2%	0%	2%	-5%	0%	0%
CCNc1nc(NC(C)CC)nc(ON=C(C)C)n1 (stereo not given)	-3%	0%	-7%	-20%	-10%	-5%	14µM*	-4%	0%	10%
CCOC(=O)C(Cc1ccccc1)c1ccnc2ncnn12 (stereo not given)	4%	-6%	-1%	-13%	-27%	-12%	41%	-3%	0%	6%
Cc1c(Cl)c(C(F)(F)F)nn1CC(=O)NCc1ccccc1	0%	-6%	-2%	-10%	13%	0%	-30%	-2%	-1%	2%
CCN1CCC(NC(=O)Nc2cccc(C(F)(F)F)c2)CC1	0%	1%	1%	-1%	-3%	-11%	15%	3%	-1%	-4%
COc1ccc(C(=O)NNC2=CC(=O)CC(C)(C)C2)cc1	-1%	·	3%	0%	-17%	-11%	4%	0%	2%	3%
Cn1c(CS(=O)Cc2c(Cl)cccc2Cl)nnc1SCc1c(Cl)cccc1Cl (stereo not given)	-4%	5%	-2%	5%	-24%	-1%	36%	·	-1%	-11%
C/C(=N\OC(=O)Nc1ccccc1)c1cnn(-c2cc(C(F)(F)F)cc(C)n2)c1C	2%	0%	1%	-7%	-3%	-3%	13%	6%	2%	-2%

compound	Rab9 promoter act	MBNL1 CUG block	ELG1 genotox	Gal4-VP16 FLuc	BRCA1 expr act	NPC1 prom act	RORg inh	uPA surface inh	FLuc modulator	p53 reactivator
C=CC[C@@H](CC(=O)N(CCO)Cc1ccccc1)C(=O)N[C@H](COC(=O)[C@@H](CC=C)CC(=O)OC(C)(C)C)Cc1c[nH]c2ccccc12	·	·	-10%	·	-13%	·	·	?	·	2%
CCOC(=O)N1CCN(C(=O)CSc2nnc(CNC(=O)c3ccccc3F)o2)CC1	-3%	-1%	-5%	11%	-4%	-4%	-28%	4%	5%	5%
Cc1ccc(NC(=O)c2csc3c2CCCC3)cc1	1.4µM*	3%	?	0%	13µM*	2.8µM*	13%	-2%	4.3µM*	7%
COCCOC(=O)c1c(C)n(C)c2ccc(OC(=O)N3CCOCC3)cc12	3%	-15%	-15%	-2%	-28%	4%	0%	0%	-13%	-3%
C=CCNC(=O)CCCOc1cccc(C)c1	-4%	-9%	-1%	-8%	0%	-3%	14%	7%	1%	-12%
CCOC(=O)c1sc(/N=C/C2=C(O)CC(C)(C)CC2=O)c(C(=O)OCC)c1C	?	4%	?	-4%	?	23%	9%	-7%	19µM*	3%
CC(NC(=O)NC(=O)c1ccc(Cl)cc1)c1ccccc1 (stereo not given)	0%	-4%	-3%	·	34%	-2%	·	2%	?	·
CCOC(=O)C1CCN(Cc2cc(C(C)C)c(O)c(C(C)C)c2)CC1	-14%	0%	-5%	-1%	-46%	-3%	27%	-10%	0%	1%
CC1CC(=O)c2cnc(Nc3cccc(C(F)(F)F)c3)nc2C1 (stereo not given)	?	-15%	7%	20%	?	19%	28%	2%	?	0%
O=C(NC1CCCCC1)C(c1cccnc1)N(C(=O)CCl)c1cccc(Cl)c1 (stereo not given)	-41%[inhibitor]	0%	-11%	?	-94%	-34%[inhibitor]	13µM*	-16%	6%	-25%
CCOCCCNC(=O)c1cc(Nc2ccc(OC)cc2OC)nc2ccccc12	0%	-2%	-6%	-2%	1%	1%	16%	-3%	?	0%
NC(N)=NC1=NC(=O)/C(=C/c2ccccc2-n2cccn2)S1	0%	?	1%	-7%	-25%	-2%	-14%	11%	-9%	-2%
Cc1ccc(C(=O)CN(C(=O)c2ccc(Cl)c(Cl)c2)N2C(=O)C3CCCCC3C2=O)cc1 (stereo not given)	-10%	8%	2%	-9%	-1%	-2%	2%	·	2%	7%
CC(C)NC(=O)COC(=O)c1ccccc1Oc1ccccc1	0%	1%	5%	12%	-15%	0%	10%	7%	-2%	0%
Cc1ccc(NC(=O)Cn2nc(C)c([N+](=O)[O-])c2C)cc1C	-1%[1.84 µM]	0%	0%	-5%[10 µM]	-18%	-5%	23%	3%	-2%	5%
Cc1cc(O)cc(=O)n1CCc1ccccc1	0%	-7%	-1%	5%	8%	5%	-6%[1.91 µM]	1%	-1%	·
O=C(CN1C(=O)c2ccccc2S1(=O)=O)NCc1cccs1	5%	-2%	9%	9%	0%	2%	-5%	-1%	0%	20%
CC(C)CCn1c(=O)c2ccccc2n2c(CN3CCCC3)nnc12	-8%	-11%	0%	9%	0%	-2%	8%	-9%	-1%	0%
Cc1cc(OCCCC(=O)Nc2nnc(C3CC3)s2)ccc1Cl	1%	·	0%	·	-2%	0%	·	-4%	6%	2%
CCN(CC)C(=O)[C@H]1C[C@H](CC(=O)NCCCOC)C(=O)N2CCc3c([nH]c4cc(CCC(=O)N(C)C)ccc34)[C@]12C	·	·	6%	·	4%	·	·	2%	·	4%

Compound profiles, as listed above. Order of screens: Rab9 promoter act	MBNL1 CUG block	ELG1 genotox	Gal4-VP16 FLuc	BRCA1 expr act	NPC1 prom act	RORg inh	uPA surface inh	FLuc modulator	p53 reactivator
`Cc1ccc(C(=O)CN(C(=O)c2ccc(Cl)c(Cl)c2)N2C(=O)C3CCCCC3C2=O)cc1` (stereo not given) reads -10%	8%	2%	-9%	-1%	-2%	2%	·	2%	7%
`Cc1ccc(NC(=O)Cn2nc(C)c([N+](=O)[O-])c2C)cc1C` reads -1%[1.84 µM]	0%	0%	-5%[10 µM]	-18%	-5%	23%	3%	-2%	5%

More records follow:
compound	Rab9 promoter act	MBNL1 CUG block	ELG1 genotox	Gal4-VP16 FLuc	BRCA1 expr act	NPC1 prom act	RORg inh	uPA surface inh	FLuc modulator	p53 reactivator
CC(=O)N1CCc2c(sc(NC(=O)Cc3ccc(C)cc3C)c2C#N)C1	-2%	8%	4%	-1%	-3%	-6%	-29%	-4%	0%	11%
CCOc1cc(/C=N\O)cc(Cl)c1OCC	-7%	3%	4%	-4%	7%	-7%	14%	1%	1%	-13%
Cc1nnc(SCC(=O)NC2CCS(=O)(=O)C2)n1-c1ccccc1 (stereo not given)	5%	-5%	4%	-3%	9%	-2%	10%	-1%	-1%	0%
CCCCC1=CC2=CC(=O)C(C)(OC(=O)CC)C(=O)C2=CN1CCCOC(C)C (stereo not given)	1%	?	4%	-2%	6%	-5%	5%	-9%	1%	-1%
NC(=O)C1CCN(c2nc(-c3ccc4c(c3)OCCO4)cs2)CC1	2.8µM*	·	2%	·	18%	1.4µM*	·	6%	4.8µM*	6%
C=CCC1(O)C(=O)N2C(=C1C(=O)N1CCOCC1)c1ccccc1CC2(C)C (stereo not given)	5%	-6%	-1%	13%	-3%	-1%	11%	·	-1%	1%
Cc1nc2ccccc2nc1SCC(=O)c1ccccc1	-1%	16%	-1%	?	-52%	0%	-14%	-5%	-15%	-6%
CSc1ccccc1OCc1cc(C(=O)N(C)C(C)c2nc(C)cs2)no1 (stereo not given)	3%	-3%	-8%	23%	21%	4%	22%	-8%	-8%	13%
Cc1c[n+]([O-])n(-c2ccc(C(=O)O)cc2)n1	2%	-3%	1%	-1%	0%	-2%	-22%	3%	2%[2.3 µM]	2%
COc1cc(C(=O)OCC(=O)NC2CCCCC2)cc(OC)c1OC	·	·	1%	·	20%	·	·	5%	·	-6%
COc1cccc(C(=O)Cn2c(N3CCCCC3)nc3c2c(=O)n(C)c(=O)n3C)c1	-11%	-5%	-1%	1%	-1%	1%	-17%	·	8%	0%
